SNCA viab count = counter-screen for SNCA expression inhibitors: cell viability | AID 1671193 | Potency, µM (doses to about 57.1 µM), for the others: top-dose activity change, negative = cytotoxicity, usual class: cytotoxic | HEK-293-SNCA-luc viability, GF-AFC fluorescence, 24 h | 0.12% of 150,000 active;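 also: potency is read from the fitted curve at half-maximal effect; 0% = DMSO-treated cells and -100% = medium-only wells without cells; nearly all actives have a fitted effect of over 30% in size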
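Cytotoxicity counterscreen: after 24 h compound treatment of genome-edited SNCA-luciferase HEK-293 cells, live-cell protease substrate GF-AFC read by fluorescence after 30 min; activity scaled between DMSO (0%) and medium-only (-100%), curves Hill-fitted.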
HEK cytotox = HEK 293 cell cytotoxicity | Potency, µM (doses to about 115 µM), without a hit: at the highest dose activity change, negative = cytotoxicity, most hits filed as inhibitors | HEK 293 viability, ATP luminescence (CellTiter-Glo), 48-72 h | 6.6% of 94,000 active; also: potency is read from the fitted curve at half-maximal effect; nearly all actives have a fitted effect of over 60% in size
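HEK 293 cells seeded at 250 cells/well were exposed to compound for 48 or 72 hr at 37 degree Celsius. Viability taken as ATP content by CellTiter-Glo luminescence.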
Luciferase inh = blocks purified firefly luciferase enzyme activity. purified P. pyralis luciferase, luminescence, biochemical. Potency, µM (highest dose often 115 µM), for the others: top-dose activity change, negative = inhibition, usual class: inhibitors. 2.5% of 76,000 active. AID 1347043; also: potency is read from the fitted curve at half-maximal effect; nearly all actives have a fitted effect of over 65% in size
Target sequence (P08659 whole entry, looked up): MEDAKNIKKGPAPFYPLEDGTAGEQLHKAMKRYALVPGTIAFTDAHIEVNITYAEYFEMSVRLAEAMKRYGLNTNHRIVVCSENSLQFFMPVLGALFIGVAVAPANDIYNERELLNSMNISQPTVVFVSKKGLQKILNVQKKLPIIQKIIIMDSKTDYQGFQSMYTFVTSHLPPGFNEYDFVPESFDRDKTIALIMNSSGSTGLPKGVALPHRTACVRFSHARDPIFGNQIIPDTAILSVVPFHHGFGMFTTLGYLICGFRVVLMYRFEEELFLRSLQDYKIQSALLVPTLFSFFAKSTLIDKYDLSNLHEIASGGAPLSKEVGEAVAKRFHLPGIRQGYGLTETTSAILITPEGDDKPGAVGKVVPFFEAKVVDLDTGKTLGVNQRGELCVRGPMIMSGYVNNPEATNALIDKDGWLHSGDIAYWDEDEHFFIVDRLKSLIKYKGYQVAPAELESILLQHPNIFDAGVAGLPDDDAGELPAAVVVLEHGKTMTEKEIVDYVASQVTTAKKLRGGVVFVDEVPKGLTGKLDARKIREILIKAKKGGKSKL
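Cell-free enzyme assay, 10nM P. pyralis luciferase, luciferin and ATP each at 10uM. Inhibition profiled over a 6-point titration, read as luminescence.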
SNCA expr inhib = reduces expression of the alpha-synuclein gene; HEK-293 SNCA-luciferase knock-in, luminescence, 24 h; 0.17% of 140,000 active; Potency, µM (top dose mostly 57.2 µM), inactives show at the highest dose activity change, negative = inhibition, hits mostly inhibitors; AID 1671194;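 also: potency is read from the fitted curve at half-maximal effect; plate controls were DMSO cells for no effect and cell-free wells for full effect; nearly all actives have a fitted effect of over 45% in size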
IP6K1 inhibitor = IP6K1 kinase inhibition; Q92551; activity change, % (series mostly up to about 58 µM); IP6K1 kinase, ADP-Glo luminescence, 2 h; hits give low values; 0.81% of 140,000 active; in the data active = activity change below about -25%
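ADP-Glo luminescence measures ADP made by human IP6K1 during a 2 h RT reaction with ATP/IP6 (mix at 1.3 mM/130 uM); top library doses 57.5 and 19.1 uM final.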
NIH3T3 tox = NIH 3T3 cell cytotoxicity. NIH 3T3 viability, CellTiter-Glo ATP luminescence, 48-72 h. Potency, µM (series often up to 96.7 µM), for inactives: at the top dose activity change, negative = cytotoxicity, actives largely listed as inhibitors. 4.3% of 94,000 active. AID 1345082; also: potency is read from the fitted curve at half-maximal effect; nearly all actives have a fitted effect of over 55% in size
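Luminescent ATP readout (CellTiter-Glo, 10 min RT) after 48 or 72 hr compound exposure of NIH 3T3 cells seeded at 400 cells/well in 1536-well format; quantitative HTS.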
GPT2 inhibitor = GPT2 alanine aminotransferase inhibition. 0.25% of 100,000 active. Q8TD30. Recombinant GPT2, coupled pyruvate oxidase/HRP Amplex Red fluorescence. Potency, µM (top dose mostly 57.7 µM), inactives show at the highest dose activity change, negative = inhibition, usual class: inhibitors; also: potency is read from the fitted curve at half-maximal effect; nearly all actives have a fitted effect of over 60% in size; many of its hits are not listed in these tables
Target sequence (Q8TD30 whole entry, looked up): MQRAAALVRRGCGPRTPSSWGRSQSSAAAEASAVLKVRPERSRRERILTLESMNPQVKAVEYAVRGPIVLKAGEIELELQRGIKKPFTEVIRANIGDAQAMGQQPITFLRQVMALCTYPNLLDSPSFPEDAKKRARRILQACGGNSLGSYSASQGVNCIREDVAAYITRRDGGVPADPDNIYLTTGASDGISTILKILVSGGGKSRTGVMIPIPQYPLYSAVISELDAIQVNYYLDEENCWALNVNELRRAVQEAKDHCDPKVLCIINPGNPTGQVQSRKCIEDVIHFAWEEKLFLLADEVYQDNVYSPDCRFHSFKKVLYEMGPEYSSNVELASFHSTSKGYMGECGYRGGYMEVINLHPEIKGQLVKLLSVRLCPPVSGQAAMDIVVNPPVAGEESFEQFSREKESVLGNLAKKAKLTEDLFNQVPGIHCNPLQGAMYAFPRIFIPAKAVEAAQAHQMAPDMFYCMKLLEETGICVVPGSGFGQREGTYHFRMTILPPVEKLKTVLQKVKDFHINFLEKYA
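GPT2 10ng/uL, a-KG 250uM, L-Ala 2mM, HEPES pH7.5 + 0.0001% Tween; 30 min RT. Then Amplex mix (PO/HRP/ThPP), 30 min RT dark, fluorescence. AOA 50uM used as positive control.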
Starred values were filed as active, the others as inactive; i = inactive; ? = inconclusive; / = not tested or not shown; [ ] = remark or other dose. Unless noted, calls follow the shape of the dose curve; as a rule, active = well fitted curve in the direction sought with a large enough effect; inconclusive = small, poorly fitted or top-dose-only effect, or another doubt; inactive = no such curve, though single readings can be large; an effect the other way counts as inactive or inconclusive. Unless noted, % is scaled to controls: 0 for no effect and ±100 for the full control effect.

SMILES	SNCA viab count	HEK cytotox	Luciferase inh	SNCA expr inhib	IP6K1 inhibitor	NIH3T3 tox	GPT2 inhibitor
Cc1cccc(-c2nc(SCC(=O)Nc3ccc4c(c3)OCCO4)c(-c3ccccc3)[nH]2)c1	?	/	/	-29%	-18	/	/
COc1cc(NC(=O)N2CCCC(Cn3c(C4CC4)nc4cccnc43)C2)cc(OC)c1 (configuration not stated)	-6%	-8%	10%	0%	1	?	i
Cn1cccc(C(=O)N2CCC3(CC2)CN(CCOc2ccccc2)C(=O)O3)c1=O	3%	0%	2%	16%	5	2%	1%
Cc1onc(-c2c(F)cccc2Cl)c1C(=O)N[C@@H]1C(=O)N2[C@@H]1SC(C)(C)[C@@H]2C(=O)O	3%	/	/	/	20	/	i
CO[C@@H]1CCOC[C@H]1NC(=O)c1cc(N2CCCCC2)ccc1Cl	2%	?	2%	7%	21	2%	0%
Cc1cc(C)c2c(c1)c(C)cc1nnc(SCC(=O)c3ccc(F)cc3)n12	-10%	/	/	-20%	9	/	/
NC1CCCCN(C(=O)CCc2n[nH]c3c2CCCC3)C1 (configuration not stated)	7%	i	2%	-5%	-10	2%	-7%[11.5 µM]
COCCn1ccc2c(C3=CCOCC3)nc(-c3ccc4c(c3)CNC4=O)cc21	13%[87.6 µM]	?	?	39%[activator][87.6 µM]	-4	?	-21%[88.5 µM]
Cc1ccc(C(=O)N2CCC(N3CC4CC(C3)[C@H]3CCCC(=O)N3C4)CC2)s1 (some centres not stated)	-8%	6%	-19%	-10%	9	i	i
Cc1ccc(F)cc1CN1CCC2(CCCO2)CCC1=O (configuration not stated)	-5%	-7%	9%	-28%	-11	-3%	-3%[11.5 µM]
Cc1ccc(NC(=O)CN2C(=O)NC(c3ccc(Cl)cc3)C3=C2COC3=O)c(Cl)c1 (configuration not stated)	-8%	45µM*	-5%	-6%	0	?	0%
Cc1cccc2c1O[C@H]1[C@H](C(N)=O)CN(C(=O)OCC(C)(C)C)[C@@H]21	/	?	/	/	13	?	/
O=C(c1ccc2cc[nH]c2c1)N1CCC(N2C(=O)C(OCC3CC3)C23CCOCC3)CC1 (configuration not stated)	-3%	?	1%	-14%	-6	-15%	i
Cc1cc(C(=O)NC2CCc3nnc(C)n3CC2)c(C)n1Cc1ccco1 (configuration not stated)	-5%	?	2%	-3%	-9	-1%	i
CNC(=O)[C@@H]1CN(Cc2ccc(Br)o2)C[C@H]1c1nc(COC)no1	-3%	i	8%	?	2	1%	-17%
COCCn1cc(CN2CCc3ccccc3C2)ccc1=O	9%	-20%	-1%	10%	-1	-23%	4%
COCCNC(=O)c1cc(Sc2ccc(F)cc2F)nc2ccccc12	2%	/	/	8%	-16	/	/
CCOc1ccc(CCNC(=O)c2cnc3c(-c4ccc(F)cc4)c(C)nn3c2C)cc1	-4%	/	/	-20%	-2	/	/
NC(=O)[C@@H](Cc1c[nH]c2ccccc12)NC(=O)C1=C[C@@H](NS(=O)(=O)c2cccs2)[C@@H](O)[C@H](O)C1	-1%	-3%	-1%	-15%	-5	-1%	i
COc1ccc(Nc2cnc3ccc(-c4ccc(OC)nc4)nn23)cc1	-9%[87.6 µM]	?	10%[172 µM]	16%[87.6 µM]	-14	?	i
O=C(NCc1ccc(F)cc1)C1CN(c2ccccc2)C(=O)N1 (configuration not stated)	-9%[87.6 µM]	i	2%[172 µM]	-12%[87.6 µM]	-3	-9%[138 µM]	i
Cc1cc(C(=O)N2C[C@@H](CO)[C@H](c3ccccn3)C2)ccn1	0%	-13%	-3%	?	32	-18%	-10%
Cc1ccc(NC(=O)C2CCCN(c3ncnc4onc(-c5ccc(F)cc5)c34)C2)c(Cl)c1 (configuration not stated)	-4%	/	/	-7%	-6	/	/
Cc1cccc(-c2nocc2CCC(=O)O)c1	6%	-2%	?	67%[activator]	-3	-8%	i
COc1cccc(-c2cn3c(n2)N(C(=O)C2CCCO2)CCC3)c1 (configuration not stated)	?	?	?	93%[activator]	4	-3%	i
Cn1cc(C[C@@H](N)C(=O)O)c2ccccc21	-1%[23.9 µM]	/	/	27%[25.6 µM]	/	/	i
CC1Cc2ccccc2N1C(=O)CSc1nc2ccc(NC(=O)COc3ccccc3)cc2s1 (configuration not stated)	1%	/	/	?	3	/	/
Cc1ccc2c(n1)N(C)[C@H](CO)CCN(Cc1ccc(C(C)C)cc1)C2	0%[87.6 µM]	63µM*	-12%[172 µM]	19%[87.6 µM]	-6	?	-2%[88.5 µM]
COc1ccc(N2CC(NC(=O)c3ccc(S(=O)(=O)N4CCCCC4)cc3)CC2=O)cc1OC (configuration not stated)	-5%	/	/	1%	3	/	/
COCCCNc1ncnc2c1CN(C1CCC1)C(=O)CN2C	2%	4%	/	10%	11	3%	?
COc1ccc(CN2CCCCC23Cc2ccccc2CN(C(C)=O)C3)cc1 (configuration not stated)	5%	?	/	0%	-12	-7%	i
O=C(C1C2C(=O)N(Cc3ccc(F)cc3)C[C@@]23C=C[C@@H]1O3)N1CCSCC1 (some centres not stated)	-10%	-5%	-8%	0%	-12	-20%	2%
COCc1ccc(CN[C@H]2C[C@@H](Cc3cc(CCO)on3)C2(C)C)o1	-1%[87.6 µM]	i	-4%[172 µM]	3%[87.6 µM]	-9	i	i
CNC(=O)c1cc(C2CC2)nc2c1c(C1CCCN1C(=O)COC)nn2C (configuration not stated)	/	1%	/	/	-10	-4%	/
CCNC(=O)N1CCCC1c1noc(CCC(=O)NCCC(C)C)n1 (configuration not stated)	-5%	-2%	-2%	3%	4	-16%	?
Cc1noc(-c2ccn3c(CNC(=O)c4ccco4)nnc3c2)n1	9%	2%	0%	28%	7	-14%	-7%

Looked up above.
NIH3T3 tox result of `COc1ccc(CN2CCCCC23Cc2ccccc2CN(C(C)=O)C3)cc1` (configuration not stated) : -7%
SNCA expr inhib result of `CCNC(=O)N1CCCC1c1noc(CCC(=O)NCCC(C)C)n1` (configuration not stated) : 3%
HEK cytotox result of `CNC(=O)c1cc(C2CC2)nc2c1c(C1CCCN1C(=O)COC)nn2C` (configuration not stated) : 1%

(further entries)
SMILES	SNCA viab count	HEK cytotox	Luciferase inh	SNCA expr inhib	IP6K1 inhibitor	NIH3T3 tox	GPT2 inhibitor
O=C(C1CCCC1)N1CC2(CCCN(C3COC3)C2)Cc2ccccc21 (configuration not stated)	-17%	-29%	/	-17%	3	-2%	3%
COC(=O)c1ccc2nc(C[C@@H]3C[C@@H](C(C)C)[C@H](CNC(=O)[C@@H]4CCCC[C@@H]4C(=O)O)C=C3C)[nH]c2c1	-12%	?	9%	0%	-20	?	-19%
Cc1ccc(C)c(N2CCN(C(=O)C3CCCN(Cc4nc(-c5cccc(Cl)c5)oc4C)C3)CC2)c1 (configuration not stated)	-7%	/	/	48%[activator]	-12	/	/
O=C(Cn1nc2c(cc1=O)CCCCC2)Nc1nc(-c2ccncc2)cs1	-9%	?	-4%	9%	18	-22%	-5%
O=C(C1CC1)N1CCN(c2nc3ncccc3o2)CC1	2%[87.6 µM]	-10%[172 µM]	1%[172 µM]	-8%[87.6 µM]	2	-15%[138 µM]	1%[88.5 µM]
CN(Cc1cccc(C(F)(F)F)c1)Cc1nc(-c2ccccc2)no1	10%	-24%	7%	10%	-6	-18%	?
CCOC(=O)c1ccc2c(c1)N(CC(=O)Nc1cc(F)ccc1F)C(=O)c1ccccc1S2	-6%	/	/	-3%	10	/	/
O=C(c1ccc(F)cc1)N1CCn2c(nn(-c3cccc(Cl)c3)c2=O)C1	4%	-11%	/	18%	16	-11%	-10%
CCc1c(C)sc2c1CCN(Cc1cccc(OC)c1)C2c1ccccc1 (configuration not stated)	?	/	/	?	7	/	/
COc1cc(OC)cc(C(=O)NCCc2csc(-c3cccc(C)c3)n2)c1	-11%	/	/	?	19	/	/
O=C(c1ccc(C(F)(F)F)cc1)N1CC(Oc2ccc(F)c(F)c2)C1	3%	-29%	/	-7%	-17	?	?
CCOC(=O)c1c(C)oc2nc(C)nc(NCCCN3CCN(c4ccc(F)cc4)CC3)c12	-1%	/	/	-3%	4	/	/

In a second layout: 2 of the compounds above
SMILES: COCCCNc1ncnc2c1CN(C1CCC1)C(=O)CN2C
  SNCA viab count = 2%; HEK cytotox = 4%; Luciferase inh = /; SNCA expr inhib = 10%; IP6K1 inhibitor = 11; NIH3T3 tox = 3%; GPT2 inhibitor = ?

SMILES: COc1ccc(Nc2cnc3ccc(-c4ccc(OC)nc4)nn23)cc1
  SNCA viab count = -9%[87.6 µM]; HEK cytotox = ?; Luciferase inh = 10%[172 µM]; SNCA expr inhib = 16%[87.6 µM]; IP6K1 inhibitor = -14; NIH3T3 tox = ?; GPT2 inhibitor = i

The listing continues:
SMILES	SNCA viab count	HEK cytotox	Luciferase inh	SNCA expr inhib	IP6K1 inhibitor	NIH3T3 tox	GPT2 inhibitor
NC(=O)c1ccccc1OCC(=O)N1CC(CNc2ccccc2)C2(C1)CN(c1ccccc1)C2 (configuration not stated)	-10%	?	1%	?	-8	-30%	-6%
COCCN1C(=O)CS(=O)(=O)C12CCN(C(=O)c1ccc(OC)cc1)CC2	1%	-4%	-1%	?	1	-6%	2%
CN(C)c1ccc(C(=O)NC2CC(c3nnc(CO)n3C3CC3)C2)cn1 (configuration not stated)	-5%	3%	7%	5%	-10	1%	i
O=C1NC(=O)c2cc(Nc3ccccc3)c(Nc3ccccc3)cc21	-22%	/	/	?	/	/	?
CCN1c2cc(C(=O)Nc3ccc(OC)cc3C)ccc2C(=O)N2CCCCCC21 (configuration not stated)	6%[12.5 µM]	?	-12%	-3%	-12	-22%	i
CC(C)CN(CCNC(=O)c1cc(-c2cccs2)nc2ccccc12)CC(C)C	9%	/	/	6%	-3	/	/
CCN(CC)S(=O)(=O)c1nnc(NC(=O)COc2ccccc2Cl)s1	-1%	/	/	-3%	-2	/	/
CN(C(=O)CSc1nc2ccc(NC(=O)CCc3ccccc3)cc2s1)c1ccccc1	?	/	/	?	4	/	/
O=C1C[C@@H]2CCN(C(=O)c3ccccc3)C[C@@H]2CCN1Cc1cccnc1	-1%[87.6 µM]	-5%[172 µM]	6%[172 µM]	-2%[87.6 µM]	8	3%[174 µM]	?
O=C(c1ccc(F)cc1Cl)N1CCc2c(nc3cc[nH]n3c2=O)C1	7%	-2%	-1%	-6%	8	-5%	i
C=C1C(=O)OC2CC(C)=C(C(C)CCCO[C@@H]3O[C@H](CO)[C@@H](O)[C@H](O)[C@H]3O)C(O)C12 (some centres not stated)	4%[23.9 µM]	/	/	/	5	/	i
Cc1nn(-c2ccccc2)c2c1C(C)N(CC1CN([S+](=O)([O-])c3cccs3)C1)C2=O (configuration not stated)	/	?	/	/	25	-21%	/

Screens: PubChem BioAssay, National Center for Advancing Translational Sciences (NCATS)
